hERG protect: shields human hERG channel from block by proarrhythmic agents. Q12809. CHO-hERG, FluxOR thallium flux, dofetilide IC70 present. activation (rescue from dofetilide block), less the hit threshold, % at 10 µM. 310,000 compounds, 0.51% hits. AID 1511;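 active = activation above the mean of controls blocked by dofetilide plus 5 SD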;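 note: thallium influx through hERG after potassium depolarization seen as dye fluorescence rise; in these data hits start at about 4.7%; inactives centre near -7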
Platelet DG rel: modulates dense granule release in human platelets | human platelet-rich plasma, SFLLRN dense granule ATP release, luminescence | inhibition, %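 (compounds screened at 7.5 µM in platelet-rich plasma)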 | 300,000 compounds, 0.22% hits;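 active = mean replicate score, as percent of positive control, at or above 50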
KCNQ1 block: blocks the human KCNQ1 potassium channel | CHO-K1 KCNQ1, FluxOR thallium flux fluorescence; stronger effect = higher value | 310,000 compounds, 1.3% hits | B-score at 10 µM | P51787;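 active = compounds whose thallium flux B-score, printed positive for inhibition, exceeds three library SD while starting fluorescence stays within three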;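 note: channel opened by potassium depolarization with thallium stimulus after 20 min compound exposure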
TRPC4 inh: inhibitors of mouse TRPC4 channel; Q9QUQ5; HEK293 TRPC4beta/mu-opioid, DAMGO-evoked Fluo4 calcium flux; stronger effect = lower value; B-score at 10 µM; 300,000 compounds, 0.39% hits;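 active = B-score over 3 SD under the library average, no early fluorescence shift, positive overall ratio signal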
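Assay system: HEK293 cells with stable TRPC4beta plus mu-opioid receptor expression; Probe or stimulus: DAMGO in two steps, submaximal then maximal; Dosing: single-point compound dosing; Measured by: Fluo4 calcium-dye fluorescence, kinetic read; Read-out basis: B score from integrated Fluo4 fluorescence ratio.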
DYRK1A inh: inhibitors of rat Dyrk1A kinase; Q63470; ADP-Glo luminescence, NFATc1 peptide; inhibition, % at 12.5 µM; 310,000 compounds, 0.43% hits; AID 504441; in the data active = inhibition above about 50%;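 note: plate controls were vehicle with enzyme for no effect and no enzyme for full effect; many of its hits are not listed in these tables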
TRPC4 act: TRPC4 (mouse) channel activation; Q9QUQ5; HEK293 TRPC4beta/mu-opioid, Fluo4 calcium fluorescence; stronger effect = higher value; B-score at 10 µM; 310,000 compounds, 0.49% hits; AID 2237;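 active = B-score above 5 SD of library B-scores, and initial fluorescence ratio not above library mean plus 5 SD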;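 note: positive B-score marks a calcium rise read as TRPC4 activation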
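system = HEK293 cells stably co-expressing mouse TRPC4beta and mu-opioid receptor | schedule = Fluo4 dye loading 45 min at room temperature, 110 s recording | measure = B-scored integrated calcium fluorescence ratio | signal = Fluo4 calcium-sensitive dye fluorescence, kinetic, 1 Hz baseline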
KCNK9 inh: blocks the human KCNK9 two-pore domain potassium channel | Q9NPC2 | HEK293 KCNK9, FluxOR thallium flux fluorescence; stronger effect = lower value | B-score at 10 µM | 310,000 compounds, 1.2% hits;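 active = ratio B-score over 3 SD below the library mean, with starting fluorescence within 5 SD of its mean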;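 note: negative B-score means less thallium flux so channel inhibition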
Target sequence (Q9NPC2 whole entry, looked up, the tested form may be a part): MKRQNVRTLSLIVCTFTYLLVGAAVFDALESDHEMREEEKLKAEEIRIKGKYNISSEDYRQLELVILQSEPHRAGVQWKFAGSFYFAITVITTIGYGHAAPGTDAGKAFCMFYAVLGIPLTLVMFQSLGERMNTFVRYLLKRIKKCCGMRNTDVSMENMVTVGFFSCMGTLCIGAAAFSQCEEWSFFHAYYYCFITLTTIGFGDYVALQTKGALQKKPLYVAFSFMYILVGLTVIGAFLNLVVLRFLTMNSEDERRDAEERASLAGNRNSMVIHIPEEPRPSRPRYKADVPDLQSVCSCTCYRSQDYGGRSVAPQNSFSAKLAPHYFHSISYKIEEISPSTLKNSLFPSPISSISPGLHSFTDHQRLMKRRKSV
PolyA inh: yeast polyadenylation inhibition | S. cerevisiae SKY197-pL101 polyadenylation reporter, beta-gal luminescence; efflux-impaired pdr1/pdr3 knockout yeast; score 100 = 6 SD above DMSO | calls only at 12 µM | 300,000 compounds, 0.02% hits;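 active = lowest replicate activity score at least 50, where 100 means six control SD above control mean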;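 note: yeast exposed to compound for 9 h at 30 °C; higher score means more reporter readthrough which indicates perturbed polyadenylation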
KCNK3 inh: human KCNK3 channel inhibition, primary screen; CHO-KCNK3 thallium flux, FluxOR fluorescence; stronger effect = lower value; B-score at 10 µM; 340,000 compounds, 0.84% hits; AID 602410;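 active = B-score under library mean minus 4 SD, starting fluorescence ratio at most library mean plus 5 SD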;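 note: more negative B-score means stronger inhibition of thallium flux through KCNK3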
Target sequence (O14649 whole entry, looked up): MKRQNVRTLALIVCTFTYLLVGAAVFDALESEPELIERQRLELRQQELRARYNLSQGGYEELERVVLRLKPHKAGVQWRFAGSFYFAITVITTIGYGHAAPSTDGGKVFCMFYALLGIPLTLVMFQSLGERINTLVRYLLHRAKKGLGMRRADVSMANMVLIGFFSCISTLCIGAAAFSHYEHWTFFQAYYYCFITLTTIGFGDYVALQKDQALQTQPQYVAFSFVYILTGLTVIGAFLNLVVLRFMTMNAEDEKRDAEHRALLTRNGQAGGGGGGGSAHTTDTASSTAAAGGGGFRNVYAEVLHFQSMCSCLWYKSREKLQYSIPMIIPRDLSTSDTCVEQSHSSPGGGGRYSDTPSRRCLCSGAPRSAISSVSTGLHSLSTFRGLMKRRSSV
KCNQ1 pot: potentiators or activators of human KCNQ1 potassium channel | CHO-K1 KCNQ1, thallium flux FluxOR fluorescence; stronger effect = higher value | 310,000 compounds, 0.35% hits | P51787 | B-score at 10 µM;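 active = fluorescence ratio B-score, a plate-corrected score, at least three library SD, with initial intensity B-score within 5 SD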
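Material: CHO-K1 cells stably expressing KCNQ1. Medium: assay buffer for compound exposure, DMSO matched across wells. Reagent: K+/Tl+ depolarizing stimulus. Compound dosing: single-concentration screen. Times: 37 °C overnight plating, 90-min dark dye load, 20-min compound pretreatment. Technique: FluxOR Tl+ flux fluorescence.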
TRPC4 PAM: allosterically enhances the mouse TRPC4 cation channel. Q9QUQ5. HEK293 TRPC4beta/mu-opioid, DAMGO EC20, Fluo-4 Ca2+ flux; stronger effect = higher value. B-score at 10 µM. 310,000 compounds, 0.42% hits;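 active = B-score of calcium response area above 5 SD of library B-scores, with initial fluorescence ratio within 5 SD of library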;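 note: B-score of integrated fluorescence ratio over time as area under calcium response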
* hit, by the source's call; i = inactive; . = no result given.

SMILES	hERG protect	Platelet DG rel	KCNQ1 block	TRPC4 inh	DYRK1A inh	TRPC4 act	KCNK9 inh	PolyA inh	KCNK3 inh	KCNQ1 pot	TRPC4 PAM
COc1ccc(-c2c(C)n([O-])c3c([n+]2=O)CCCC3)cc1OC	-5.4	0.4	i	i	.	i	i	i	.	i	i
N#Cc1nc(-c2ccco2)oc1N1CCN(C(c2ccccc2)c2ccccc2)CC1	1.5	2.2	i	i	0.6	i	i	i	i	i	i
CC(C)OCCCn1c(SCC(=O)N2CCCC2=O)nc2ccccc2c1=O	-21.3	7.5	i	i	21.7	i	i	i	i	i	i
O=c1[nH]n(-c2ccc(Cl)cc2)c2ncccc12	-8.4	16.1	i	i	7.3	i	i	i	i	i	i
Cc1ccc(CNC(=O)CCCC(=O)c2ccccc2)cc1	0.2	.	i	i	-0.3	i	i	i	i	i	i
COc1ccccc1C(=O)Nc1nc(N)n(-c2ccccc2)n1	-5.0	1.9	i	i	2.3	i	i	i	i	i	i
COc1ccc(/C=N/NC(=O)CCc2n[nH]c(=O)[nH]c2=O)cc1O	-4.7	1.2	i	i	2.0	i	i	i	i	i	i
COc1ccc(OC)c(NC(=O)Nc2cc(C(=O)O)ccc2C)c1	0.7	6.7	i	i	-0.4	i	i	i	i	i	i
Cc1ccc(C(=O)N2CCN(c3ccccn3)CC2)cc1Cl	-8.3	-1.1	i	i	-6.6	i	i	i	i	i	i
CC1Cc2cc(S(=O)(=O)NCc3ccccc3)ccc2N1C(=O)C1CC1 (centres undefined)	-4.2	21.1	i	i	.	i	i	i	i	i	i
CSCCC(NC(=O)c1cccc(C)c1)C(=O)OCC(=O)NC(=O)c1cccn1C (centres undefined)	-8.2	-9.8	i	i	-4.7	i	i	i	i	i	i
Cc1c(C(=O)NCc2ccc3c(c2)OCO3)oc2ccc(Br)cc12	-8.1	-4.7	i	i	1.6	i	i	i	i	i	i
Nc1cccc(C(=O)Nc2ccc3nc(-c4cccnc4)[nH]c3c2)c1	-18.0	9.0	i	i	0.0	i	i	i	i	i	i
CCCc1nnc(NC(=O)NCCN2C(=O)C3C4C=CC(C4)C3C2=O)s1 (centres undefined)	-9.7	-2.6	i	i	5.8	i	i	i	i	i	i
Cc1nn(C)c(C)c1NS(=O)(=O)c1ccc(Cl)cc1	-10.6	-2.9	i	i	-4.3	i	i	i	i	i	i
Cc1n[nH]c(=O)c2c(NC(=O)COC(=O)Cc3ccc(Cl)cc3Cl)oc(C)c12	-5.8	0.1	i	i	.	i	i	i	i	i	i
COc1cccc(NC=C2C(=O)OC3(CCCCC3)OC2=O)c1	-18.5	5.8	i	i	3.4	i	i	i	i	i	i
CC(Sc1nnc2c(n1)[nH]c1ccccc12)C(=O)NC1CCCCC1 (centres undefined)	-7.0	-2.2	i	i	-0.7	i	i	i	i	i	i
Cc1nn(C)cc1CN(C)C(=O)c1nn2c(c1Br)NC(c1cccs1)CC2C(F)(F)F (centres undefined)	-9.3	2.7	i	i	-4.9	i	i	i	i	i	i
O=C(CCN1CCN(c2ccc(F)cc2)CC1)Nc1ccc(F)cc1	-7.4	5.2	i	i	5.1	i	i	i	i	i	i
COCCN1C(=O)c2ccc(C(=O)O)cc2C1=O	-6.9	9.0	i	i	-2.3	i	i	i	i	i	i
Cc1nc(NC(=O)/C=C/c2ccc(F)cc2)sc1C(=O)N(C)C	-2.8	-1.6	i	i	-0.6	i	i	i	i	i	i
FC(F)(F)c1cccc(-c2nnc3ccc(C(F)(F)F)cn23)c1	-3.5	-2.3	i	i	-4.1	i	i	i	i	i	i
CC(=O)c1cccc(N2C(=O)C3C(C(=O)Nc4cc(C)on4)C4(C)C=CC3(O4)C2C(=O)NC(C)(C)C)c1 (centres undefined)	-7.5	-13.9	i	i	.	i	i	i	i	i	i
CCNC(=O)OCC(CC)NC(=O)OCC(C)C (centres undefined)	-9.4	-0.8	i	i	2.8	i	i	i	i	i	i
O=[N+]([O-])c1ccc2nccn2c1	-11.8	0.5	i	i	-0.6	i	i	i	i	i	i
CCOC(=O)c1nn(-c2ccc(F)cc2)c2nc(-c3ccccc3)c(C#N)c(=O)n12	-8.0	-14.7	i	i	-0.5	i	i	i	i	i	i
CCOC(=O)/C(C(N)=NCC(C)C)=C(/O)c1ccccc1	-5.1	-0.9	i	i	-6.6	i	i	i	i	i	i
O=C(Nc1cc(C(F)(F)F)ccc1N1CCCC1)c1ccc2c(c1)OCO2	-9.3	-2.0	i	i	-6.3	i	i	i	i	i	i
COC(=O)c1ccccc1NC(=O)c1cccc(NC(=O)CSCc2ccccc2)c1C	-6.4	-6.4	i	i	-4.0	i	i	i	i	i	i
CCCCOC(=O)c1cc(=O)[nH]c2ccccc12	-8.4	3.2	i	i	17.0	i	i	i	i	i	i
O=C(NCCc1ccccc1F)c1ccc2c(c1)OCCO2	-3.4	6.9	i	i	2.5	i	i	i	i	i	i
CCCc1nnc2c(N(C)S(=O)(=O)c3ccc(C)cc3)nc3ccccc3n12	-1.4	22.2	i	i	-0.2	i	i	i	i	i	i
CN(CC(=O)Nc1ccc(Cl)cc1)C(=O)CNC(=O)c1ccc(Br)o1	-12.6	-0.2	i	i	-4.3	i	i	i	i	i	i
COC(=O)C(C)Sc1nc(N)c(NC(=O)c2ccco2)c(=O)[nH]1 (centres undefined)	-5.7	9.6	i	i	2.3	i	i	i	i	i	i
O=C1c2ccccc2C(=O)N1CCC(O)C[N+](=O)[O-] (centres undefined)	-4.5	-0.6	i	i	-2.0	i	i	i	i	i	i
CCOC(=O)C1(Cc2ccccc2)CCN(Cc2cc(=O)c3ccccc3[nH]2)CC1	-11.2	-1.3	i	i	0.1	i	i	i	i	i	i
Clc1ccc(-c2csc(N3CCc4ccccc4C3)n2)cc1	-6.9	11.4	i	i	-2.3	i	i	i	i	10*	i
COc1cc(C(=O)NCCOc2cc(C)cc(C)c2)c(Br)c(OC)c1OC	-5.0	-9.2	i	i	6.4	i	i	i	i	i	i
Cc1cc(N2C(=O)C=CC2=O)c([N+](=O)[O-])cc1C	-27.9	6.8	i	i	2.8	i	i	.	i	i	i
COc1ccc(C(=O)NC(=S)Nc2ccc(S(=O)(=O)Nc3cc(OC)ncn3)cc2)cc1	-7.7	7.7	i	i	2.9	i	i	i	i	i	i
Cc1ccc(C(F)(F)F)cc1NC(N)=S	-8.3	1.7	i	i	1.0	i	i	i	i	i	i
CCOC(=O)C1CCCCN1S(=O)(=O)c1ccc2c(c1)CC(C)N2C(=O)C1CCC1 (centres undefined)	-13.7	1.7	i	i	-2.7	i	i	i	i	i	i
COc1ccc(C(CNC(=O)c2oc3ccc(OC)cc3c2C)N2CCCC2)cc1 (centres undefined)	-13.1	-1.6	i	i	1.5	72*	i	i	i	i	i
COC(=O)c1sccc1-c1ccc(C(N)=O)o1	-9.0	0.6	i	i	.	i	i	i	.	i	i
CCOc1ccc(CSC2=NCCN2)cc1Cl	-15.7	1.5	i	i	5.5	i	i	i	i	i	i
CCc1cccc(C)c1N1C(=O)CN(Cc2ccccc2)C1=S	-8.9	-12.5	i	i	1.2	i	i	i	i	i	i
CCN1/C(=C2\C(=O)N(C)C(=S)N2C)C=Cc2cc(OC)ccc21	-0.9	1.1	i	i	5.0	i	i	i	i	i	i
CCOc1ccc(S(=O)(=O)NCC(=O)N(C)Cc2cccnc2)cc1	-3.8	-4.0	i	i	0.9	i	i	.	i	i	i
Cc1ccc(NC(=O)c2cccc3c2C(=O)N(C2CCCCC2)C3)c(Cl)c1	-7.7	-1.9	i	i	-1.8	i	-18*	i	i	i	i
O=C(Cc1cccs1)N/N=C/C=C/c1ccco1	-10.0	-9.9	i	i	2.1	i	i	i	i	i	i
CS(=O)(=O)c1ccc(-n2nnc3ccccc32)c([N+](=O)[O-])c1	-7.0	-5.4	i	i	2.2	i	i	i	i	i	i
COc1ccc(C(=O)Nc2nc3c(s2)CCCC3)cc1S(=O)(=O)N1CCCc2ccccc21	-5.2	1.9	i	i	.	i	i	i	i	i	i
O=C(CSCc1cccc(Br)c1)N1CCOCC1	-8.8	-1.7	i	i	1.2	i	i	i	i	i	i
CCCc1nc2ccccc2n1CCc1ccccc1	-8.8	-3.4	i	i	-2.3	i	i	i	i	i	i
COC(/C=C/Nc1ccc(Cl)cc1)=C(C#N)C#N	-8.6	-0.6	i	i	4.5	i	i	i	i	i	i
O=C(NNC(=O)c1cccnc1SCc1cccc([N+](=O)[O-])c1)c1ccccn1	-2.4	-18.2	i	i	-2.7	i	i	i	i	i	i
Cc1ccc(CN(C)C(=O)C2CCC(=O)N(CCc3ccccc3)C2)o1 (centres undefined)	-9.3	-6.2	i	i	0.8	i	i	i	i	i	i
CC(CN1C(C)CCCC1C)OC(=O)c1ccc(F)cc1 (centres undefined)	-6.8	-4.3	i	i	-0.5	i	i	i	i	i	i
CN(CC(=O)N1CCCCCC1)S(=O)(=O)c1cccc2cccnc12	-4.8	-2.7	i	i	2.3	i	i	i	i	i	i
(more compounds)
SMILES	hERG protect	Platelet DG rel	KCNQ1 block	TRPC4 inh	DYRK1A inh	TRPC4 act	KCNK9 inh	PolyA inh	KCNK3 inh	KCNQ1 pot	TRPC4 PAM
COc1ccc(CNC(=O)c2cc3ccccc3oc2=O)cc1	-2.1	0.6	i	i	-1.8	i	i	i	i	i	i
O=C(Cc1ccc([N+](=O)[O-])cc1)Nc1ccon1	-12.5	-5.8	i	i	-6.2	i	i	i	i	i	i
CN(c1ccccc1)S(=O)(=O)c1ccc(C(=O)N2CCc3ccccc3C2)cc1	-3.1	1.9	i	i	-49.9	i	i	i	i	i	i
COc1ccc(OC(C)C(=O)N(C)Cc2nc(-c3cccc(C)c3)no2)cc1 (centres undefined)	-11.7	16.4	i	i	-2.6	i	i	i	i	i	i
CCN(CC)C(=O)Oc1ccc2cc(Br)ccc2c1	-10.0	4.0	i	i	-1.9	i	i	i	i	i	i
CC1CCN(C(=O)CCCOc2cc(=O)n(C)c3ccccc23)CC1	-8.7	-2.6	i	i	-7.2	i	i	i	i	i	i
NC(=O)Nc1ccc(C(=O)OCC(=O)Nc2ccc(Cl)cn2)cc1	-6.0	3.2	i	i	-4.7	i	i	i	i	i	i

An excerpt. The share of hits here may be higher or lower than overall.
